GLP1R cytotox: cytotoxicity in counter-screen for GLP-1R inverse agonists; HEK293 cAMP-luciferase reporter cells, luminescence, 24 h; Potency, µM (titrated, usually from 38.3 µM), for the others: at the highest dose activity change, negative = inhibition, hits mostly inhibitors; 0.13% of 410,000 active; AID 624418;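 also: loss of luciferase light is scored as toxicity; potency is read from the fitted curve at half-maximal effect; % is scaled to controls: 0 for no effect and ±100 for the full control effect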
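Luminescence readout: signal drop marks cytotoxicity. Plated cells grew 12 h at 37 °C, 5% CO2, received 23 nL compound for 24 h, then got luciferase reagent, read after 12 min at RT.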
GLP1R ag: activates the human GLP-1 receptor; HEK293 GLP-1R CRE-luciferase, luminescence, 4-6 h; cells express a hypersensitive GLP-1R form; P43220; Potency, µM (doses to about 45.6 µM), inactives show at the highest dose activation, actives largely listed as activators; 0.007% of 380,000 active; also: potency is read from the fitted curve at half-maximal effect; % of control where 0% means no effect
Target sequence (P43220 whole entry, looked up): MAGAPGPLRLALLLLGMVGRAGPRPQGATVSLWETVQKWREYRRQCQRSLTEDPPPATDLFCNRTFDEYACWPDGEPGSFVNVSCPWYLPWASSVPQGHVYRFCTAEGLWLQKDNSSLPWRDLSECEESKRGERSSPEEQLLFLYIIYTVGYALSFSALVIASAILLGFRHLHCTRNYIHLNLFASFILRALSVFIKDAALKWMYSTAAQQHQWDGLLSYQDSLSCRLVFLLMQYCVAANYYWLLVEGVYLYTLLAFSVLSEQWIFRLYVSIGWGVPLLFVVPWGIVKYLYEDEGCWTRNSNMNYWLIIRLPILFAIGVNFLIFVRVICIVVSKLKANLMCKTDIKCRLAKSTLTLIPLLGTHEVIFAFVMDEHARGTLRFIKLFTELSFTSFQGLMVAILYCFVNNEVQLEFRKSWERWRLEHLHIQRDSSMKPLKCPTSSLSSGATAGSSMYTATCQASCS
PI5P4Ka inh: blocks human PI5P4K alpha kinase activity; PI5P4Kalpha enzyme, ADP-Glo luminescence, 60 min; hits give low values; max response, %; 1.2% of 330,000 active; AID 652105; active = max response of -50% or lower; inconclusive = between -30% and -50%; inactive = -30% or higher; also: value at the top dose of about 77 µM; % is scaled to controls: 0 for no effect and ±100 for the full control effect
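Controls without substrate or without enzyme flank wells where PI5P4Kalpha converts substrate using 5 microM ATP (final). Incubation lasts 60 minutes at room temperature; ADP formed is read by ADP-Glo luminescence.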
PLK1 PBD block: blocks phosphopeptide binding to human PLK1 polo-box domain; 2.8% of 360,000 active; Plk1 PBD binding of FITC phosphopeptide, fluorescence polarization; P53350; Potency, µM, for the others: max response, negative = inhibition, hits mostly inhibitors; AID 720504; also: potency is read from the fitted curve at half-maximal effect; series mostly up to about 57 µM; % is scaled to controls: 0 for no effect and ±100 for the full control effect; nearly all actives have a fitted effect of over 65% in size
Target sequence (P53350 whole entry, looked up, the tested form may be a part): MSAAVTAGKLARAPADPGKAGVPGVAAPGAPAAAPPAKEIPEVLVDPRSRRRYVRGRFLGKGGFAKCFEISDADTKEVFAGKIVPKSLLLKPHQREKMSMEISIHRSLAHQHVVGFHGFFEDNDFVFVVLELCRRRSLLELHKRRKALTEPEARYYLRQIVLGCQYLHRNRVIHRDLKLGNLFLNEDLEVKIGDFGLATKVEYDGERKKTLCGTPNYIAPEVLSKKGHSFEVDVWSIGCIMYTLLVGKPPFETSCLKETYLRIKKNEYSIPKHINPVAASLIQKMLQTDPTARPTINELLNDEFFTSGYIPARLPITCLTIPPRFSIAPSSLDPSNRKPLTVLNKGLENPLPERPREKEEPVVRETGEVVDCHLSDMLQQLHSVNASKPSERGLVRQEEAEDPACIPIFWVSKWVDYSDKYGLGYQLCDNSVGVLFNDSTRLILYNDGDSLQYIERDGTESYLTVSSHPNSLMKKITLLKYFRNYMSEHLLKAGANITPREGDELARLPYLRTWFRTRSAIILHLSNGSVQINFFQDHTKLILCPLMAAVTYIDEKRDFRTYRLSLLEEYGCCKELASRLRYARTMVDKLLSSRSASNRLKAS
IL2 activator: activates IL-2 in a cell-based reporter assay. IL-2 activation reporter assay, cell-based qHTS; stimulated with anti-CD3/CD4/CD28 beads; in transgenic mouse T cells. activation, % (series mostly up to about 46 µM). 0.065% of 360,000 active. AID 652025; in the data active = activation above about 50%; inconclusive = mostly about 30% to 49%; also: 0% is about no effect
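First, unstimulated transgenic mouse T cells were exposed to compound for 60 min. Next, anti-CD3/anti-CD4-coated beads with anti-CD28 were added. Finally, after 18 h at 37 degrees C, EGFP and DsRed were imaged.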
GLP-1R inv ag: acts as inverse agonist at human GLP-1 receptor; P43220; HEK293 GLP-1R CRE-luciferase, luminescence, 24 h; GLP-1R form is constitutively active; Potency, µM (highest dose often 38.3 µM), for the others: top-dose activity change, negative = inhibition, actives largely listed as inhibitors; 1.6% of 410,000 active; also: potency is read from the fitted curve at half-maximal effect; % is scaled to controls: 0 for no effect and ±100 for the full control effect; nearly all actives have a fitted effect of over 55% in size
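Using stably transfected HEK293 (constitutively active GLP-1R, cAMP-luciferase reporter), compounds were incubated 24 hr and luciferase measured by luminescence.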
EPAC1 ag: EPAC1 (human) agonism; EPAC1 agonist qHTS, biochemical assay; response scale: 100% = response to 6.5 mM cAMP; Potency, µM (doses to about 154 µM), without a hit: top-dose activation, usual class: activators; 0.073% of 360,000 active; AID 720707; also: potency is read from the fitted curve at half-maximal effect; nearly all actives have a fitted effect of over 60% in size
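EPAC1 100 nM, Rap1B–BODIPY-GDP 250 nM, unlabeled GDP 50 uM; compound titration; 5 min RT; kinetic read ex480/em540 at 5-min intervals ×30 min; data normalized to 6.5 mM cAMP agonist control.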
PTHR1 ag: agonists of human PTHR1 parathyroid hormone receptor. Q03431. HEK293 GP2 PTHR1 cells, GloSensor cAMP luminescence, 1 h. Potency, µM (highest dose often 115 µM), without a hit: at the highest dose activation, usual class: activators. 0.075% of 410,000 active; also: potency is read from the fitted curve at half-maximal effect; nearly all actives have a fitted effect of over 55% in size; some results filed as inactive show a strong effect at the top dose; inactives centre near -15; many of its hits are not listed in these tables
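HEK-293-derived GP2 cells expressing PTHR1 and a GloSensor cAMP reporter, 3,000/well, plated overnight, given luciferin plus IBMX (each 0.5 mM as added) for 1 h at 37 °C, then compound for 1 h at 37 °C. Luminescence was read after 15 min at room temperature.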
EPAC1 antag: blocks human EPAC1 exchange factor; EPAC1 GEF assay, Rap1b-BODIPY-GDP exchange fluorescence; Potency, µM (highest dose often 115 µM), inactives show at the highest dose activity change, negative = inhibition, usual class: inhibitors; 0.14% of 360,000 active; AID 720709;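 also: potency is read from the fitted curve at half-maximal effect; plate controls were vehicle for no effect and positive control for full effect; nearly all actives have a fitted effect of over 50% in size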
An asterisk follows results filed as active; i = inactive; ? = inconclusive; . = no result given; & = joins results of further samples; [ ] = dose if it differs, or a comment. Unless noted, calls follow the shape of the dose curve; as a rule, active = well fitted curve in the direction sought with a large enough effect; inconclusive = small, poorly fitted or top-dose-only effect, or another doubt; inactive = no such curve, though single readings can be large; an effect the other way counts as inactive or inconclusive. The list is partial (hit frequency here may not be typical).

Values run as follows: GLP1R cytotox | GLP1R ag | PI5P4Ka inh | PLK1 PBD block | IL2 activator | GLP-1R inv ag | EPAC1 ag | PTHR1 ag | EPAC1 antag
O=C(Nc1ccnn1C1CCN(C2CCC2)CC1)c1ccccc1
 : 5% | -10% | -5 | -2% | -1.6 | -13% | 1% | -12% | 4%
CCOc1c(N2CCOCC2)c(=O)c1=O
 : 7% | 0% | 2 | 3% | 1.2 | 21% | -5% | i | 7%
CN(C)Cc1csc(NC(=O)Nc2ccccc2-c2ccccc2)n1
 : -11% | -6% | 19 | -4% | -0.3 | ? | 15% | -15% | -8%
CCCCCCCCCc1nc(N)n[nH]1
 : 8% | 5% | 15 | -8% | 1.0 | -17% | -5% | -16% | 2%
CCOc1ccc(C(CC(=O)Nc2ccc(C(=O)OC)cc2)N2Cc3ccccc3C2=O)cc1OC (stereo not drawn)
 : -4% | -4% | . | . | . | 10% | . | -10% | .
CC(C)C(NS(=O)(=O)c1cccc(C(F)(F)F)c1)C(=O)O (stereo not drawn)
 : 5% | 0% | 1 | -7% | -3.4 | 1% | 11% | -17% | 0%
CCOc1ccc(NC(=O)CSc2nnnn2C2CCCC2)cc1
 : -5% | 6% | 0 | -7% | -0.1 | -30% | 3% | -22% | 13%
CCN(CC)CCN1C(=O)C(=O)/C(=C(/O)c2ccc(S(=O)(=O)N3CCOCC3)cc2)C1c1ccc(Cl)cc1 (stereo not drawn)
 : 2% | 1% | -2 | -4% | 0.3 | 8% | -5% | i | 3%
CSc1ccc(CCNC(=O)Cn2ncc3c(=O)oc4ccccc4c32)cc1
 : 7% | -1% | . | . | . | 9% | . | -12% | .
COCCn1c(=N)c(S(=O)(=O)c2ccc(Br)cc2)cc2c(=O)n3ccccc3nc21
 : 0% | 7% | 1 | 0% | -0.1 | 24% | -6% | -7% | 0%
Cc1cc(C)cc(NC(=O)C2CCCN2C(=O)Oc2ccccc2)c1 (stereo not drawn)
 : -23% | 0% | . | -12% | -1.8 | 0% | 5% | -17% | 13%
COc1ccc(NS(=O)(=O)c2ccc(C)c(C(=O)NCC(c3ccco3)N(C)C)c2)cc1 (stereo not drawn)
 : 14% | -8% | -6 | -4% | -2.9 | 1% | 3% | -39%[inhibitor] | 7%
CCOC(=O)C1=C(C)NC(C)=C(C(=O)OCC)C1C(=O)OCC(=O)NC
 : 7% | -6% | -7 | -3% | 0.6 | 21% | 0% | i | 8%
CCNC(=S)N1CCc2cc(OC)c(OC)cc2C1COc1ccccc1OC (stereo not drawn)
 : 0% | 21% | -4 | -3% | 0.2 | 11% | 3% | -3% | -7%
Cc1cc(C)c2c(c1)OC(O)(C(F)F)CC2=O (stereo not drawn)
 : -7% | 0% | . | -4% | -0.7 | 5% | 4% | i | 14%

In the list so far, 2 contain an aryl thioether with sulfur outside any ring.
Values run as follows: GLP1R cytotox | GLP1R ag | PI5P4Ka inh | PLK1 PBD block | IL2 activator | GLP-1R inv ag | EPAC1 ag | PTHR1 ag | EPAC1 antag
CCOc1ccc(NC(=O)CSc2nnnn2C2CCCC2)cc1
 : -5% | 6% | 0 | -7% | -0.1 | -30% | 3% | -22% | 13%
CSc1ccc(CCNC(=O)Cn2ncc3c(=O)oc4ccccc4c32)cc1
 : 7% | -1% | . | . | . | 9% | . | -12% | .

Continuation:
Values run as follows: GLP1R cytotox | GLP1R ag | PI5P4Ka inh | PLK1 PBD block | IL2 activator | GLP-1R inv ag | EPAC1 ag | PTHR1 ag | EPAC1 antag
Cn1c(=O)[nH]c(=O)c2c1nc(NCCCn1ccnc1)n2Cc1ccc(F)cc1
 : -14% | -1% | -2 | -3% | 0.3 | 8% | -11% | i | 4%
Cc1ccc(C(=O)Nc2cc3c(oc2=O)CCCC3=O)cc1
 : 5% | -8% | 10 | 0% | 3.9 | 3% | -3% | -20%[57.5 µM] | 8%
CCc1cc(C(=O)Nc2ccc(C)cc2Br)cs1
 : 23% | 6% | 0 | -11% | -1.9 | ? | 12% | -33%[inhibitor][57.5 µM] | -6%
O=C(c1ccccc1)N(CCCl)C(=O)N(CCCl)C(=O)c1ccccc1
 : 3% | -4% | -4 | -7% | -2.1 | -20% | 9% | -13% | 0%
COc1ccc2cc3[n+](cc2c1OC)CCc1cc2c(cc1-3)OCO2
 : ? | -10%&-4%&-3% | 4&1 | -16%&-16% | -0.4&-0.4 | ? | 10%&-5% | -23%&-42% | -7%&-8%
CN1CCN(c2ccc(CNC[C@H]3O[C@@H](n4cnc5c(=O)[nH]c(N)nc54)[C@H](O)[C@@H]3O)c(S(C)(=O)=O)c2)CC1
 : 3% | -5% | 2 | 0% | -0.1 | 16% | -4% | -21% | 5%
CCCCn1c(N)c(N(CC(C)C)C(=O)c2ccc3c(c2)NC(=O)C(C)S3)c(=O)[nH]c1=O (stereo not drawn)
 : -7% | 5% | -6 | -2% | -3.9 | 12% | -9% | -24% | 11%
O=c1oc(-c2ccccc2NS(=O)(=O)c2ccc(F)cc2)nc2ccccc12
 : -16% | -2% | -5 | -8% | 0.3 | -13% | 0% | ? | 22%
CN1C(=O)/C(=C/c2ccco2)SC1=Nc1ccc(N2CCOCC2)cc1
 : 7% | 1% | -9 | -8% | -2.3 | 24% | 5% | i | -1%
COc1ccc(-c2nc(C#N)c(NCc3ccc(F)cc3)o2)cc1OC
 : -11% | ? | -1 | -7% | -0.6 | 98%[activator] | -1% | -16%[57.5 µM] | 9%
COc1cc(OC)cc(C(=O)NNC(=O)Cc2cccs2)c1
 : -11% | -4% | ? | -27% | 0.0 | 2% | 9% | i | -4%
CSCC[C@H](NC(=O)C(C)Oc1ccc(Cl)cc1)c1nc2ccccc2[nH]1 (stereo partly drawn)
 : -8% | 19% | 1 | -2% | -3.8 | ? | -12% | i | -4%
CC(=O)c1ccc(N2CCN(C(=O)CCc3ccccc3)CC2)cc1
 : 6% | -1% | -3 | -18% | 0.6 | -12% | 6% | 7% | -15%
CCn1c(SCC(=O)N/N=C/C=C/c2ccco2)nnc1-c1ccc(OC)cc1
 : ? | 4% | 1 | -10% | -4.5 | -18% | 3% | -1% | -3%
COCc1c(C(=O)OCc2c(C)noc2C)oc2ccccc12
 : 13% | 19% | 4 | -2% | -1.2 | 28% | -9% | -24% | 7%
CC1CCCN(S(=O)(=O)Cc2ccc(Cl)cc2)C1 (stereo not drawn)
 : -20% | -4% | . | -13% | -0.6 | -31% | -9% | i | 8%
Cc1cc(S(=O)(=O)N2CCN(C(=O)c3ccco3)CC2)ccc1F
 : -2% | -3% | -4 | 0% | 0.8 | -9% | -2% | -4% | -13%
CC1CCC2(CC1)NC(=O)N(CC(=O)c1ccc3c(c1)OCO3)C2=O (stereo not drawn)
 : -2% | -6% | -10 | -21% | -3.3 | ? | -8% | i | -11%
CC(C)CCNC(=O)NC(=O)COC(=O)C1=COCCO1
 : -10% | -2% | -6 | -8% | -2.2 | -24% | 1% | -22% | 23%
Cc1ccnc(NC(=O)c2ccc(N3C(=O)CCC3=O)cc2)c1
 : 0% | -1% | -2 | -9% | -0.3 | 7% | -1% | -7%[57.5 µM] | -5%
CN(C)c1ccc(CCc2ccc(N)cc2)cc1
 : 12% | 16% | 12 | 4% | -0.4 | -40% | 7% | i | -4%
Brc1ccc(-c2csc(N3CCOCC3)n2)cc1
 : 6% | 12% | 19 | 3% | 0.0 | 7% | 2% | -27% | 2%
O=C(CSc1ccsc1[N+](=O)[O-])N1CCN(c2ccccc2)CC1
 : ? | -7% | -57* | -21% | 0.9 | 10% | -26% | -8% | ?
COc1ccccc1NC(=O)C1=C(C)Nc2nc(SCc3ccccc3C)nn2C1CC(C)C (stereo not drawn)
 : 0% | -1% | . | . | . | -6% | . | -4% | .
Cc1ccc(S(=O)(=O)Nc2nc(CN3CCOCC3)nc3sc(C)c(C)c23)cc1
 : 6% | 0% | -9 | -4% | 0.8 | 12% | -2% | -10% | 37%[activator]
Cc1ccc(OCCCC(=O)N2CCN(S(=O)(=O)c3cccc(F)c3)CC2)cc1
 : -3% | -1% | 2 | 0% | -3.9 | ? | -4% | -24% | 2%
COc1ccccc1NC(=O)CCSc1nc(C)cs1
 : 5% | 5% | 3 | -14% | 0.4 | 1% | 8% | i | -6%
O=C(CC(Cc1ccccc1)C(=O)O)Nc1ccc(Cl)c(Cl)c1 (stereo not drawn)
 : -2% | 7% | -1 | ? | 0.6 | -6% | 1% | -4% | -24%
O=C(CCc1c[nH]c2ccccc12)NCc1cccc(Cl)c1
 : -2% | 11% | 0 | -5% | 0.3 | ? | 1% | -58%[inhibitor] | 2%
COC(=O)c1ccc(C)c(NC(=O)c2ccc(Cn3cc([N+](=O)[O-])cn3)o2)c1
 : 12% | -10% | -2 | -13% | -1.9 | 13% | 5% | -16% | 4%
O=C1c2ccccc2NC(c2cccc([N+](=O)[O-])c2)N1CCc1ccccc1 (stereo not drawn)
 : 6% | 12% | 4 | -10% | -4.9 | ? | 16% | -4% | -19%
COc1ccccc1CNC(=O)C1CCN(S(C)(=O)=O)CC1
 : 15% | -8% | -3 | -1% | 0.2 | 0% | -5% | i | 2%

PI5P4Ka inh: hit marks shown above
Compound	GLP1R ag	PI5P4Ka inh	PLK1 PBD block	IL2 activator	GLP-1R inv ag	PTHR1 ag	EPAC1 antag
O=C(CSc1ccsc1[N+](=O)[O-])N1CCN(c2ccccc2)CC1	-7%	-57*	-21%	0.9	10%	-8%	?

Looked up by compound from the list above, 2 records:
Values run as follows: GLP1R cytotox | GLP1R ag | PI5P4Ka inh | PLK1 PBD block | IL2 activator | GLP-1R inv ag | EPAC1 ag | PTHR1 ag | EPAC1 antag
Cc1ccc(OCCCC(=O)N2CCN(S(=O)(=O)c3cccc(F)c3)CC2)cc1
 : -3% | -1% | 2 | 0% | -3.9 | ? | -4% | -24% | 2%
COc1ccccc1NC(=O)CCSc1nc(C)cs1
 : 5% | 5% | 3 | -14% | 0.4 | 1% | 8% | i | -6%

Screening results deposited in PubChem by National Center for Advancing Translational Sciences (NCATS).
